Source: PubChem (several laboratories)
CF NFkB inh – inhibitors of cystic fibrosis induced NF-kB; KKLEB NF-kB-GFP reporter, PAF-induced, GFP fluorescence overnight; inhibition, % at 5 µM; 360,000 tested, 0.86% active; AID 588850;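 active = at least 50% inhibition at 5 µM, scaled per plate between neutral and stimulator controls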;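 also: PAF is a Pseudomonas aeruginosa culture filtrate used as stimulus; plate controls were PAF-stimulated DMSO wells for no effect and unstimulated DMSO wells for full effect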
Shn3 inh set2 – Schnurri-3 reporter inhibition in Clone20 osteoblasts; Clone20 osteoblast Shn3 3'UTR firefly luciferase, 24 h; inhibition, % at 12.5 µM; 360,000 tested, 0.52% active;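 active = mean inhibition of at least 75% with every replicate also reaching 75%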;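 also: 0% = median of neutral control wells and 100% = pilot-screen positive control compound; some compounds past the cut are filed as inactive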
NR2E3 ag-1 – NR2E3 (human) agonism; GST-NR2E3/biotin-RetCOR TR-FRET, 1536-well; AID 2300; 320,000 tested, 0.12% active; Q9Y5X4; inhibition of corepressor binding, % at 4.78 µM;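 active = percent inhibition above the cutoff of mean plus 3 SD of all tested compounds, set per screening campaign, cut at about 20% in these data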;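 also: 0% = DMSO wells and 100% = biotin wells as full block of FRET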
Target sequence (Q9Y5X4 whole entry, looked up): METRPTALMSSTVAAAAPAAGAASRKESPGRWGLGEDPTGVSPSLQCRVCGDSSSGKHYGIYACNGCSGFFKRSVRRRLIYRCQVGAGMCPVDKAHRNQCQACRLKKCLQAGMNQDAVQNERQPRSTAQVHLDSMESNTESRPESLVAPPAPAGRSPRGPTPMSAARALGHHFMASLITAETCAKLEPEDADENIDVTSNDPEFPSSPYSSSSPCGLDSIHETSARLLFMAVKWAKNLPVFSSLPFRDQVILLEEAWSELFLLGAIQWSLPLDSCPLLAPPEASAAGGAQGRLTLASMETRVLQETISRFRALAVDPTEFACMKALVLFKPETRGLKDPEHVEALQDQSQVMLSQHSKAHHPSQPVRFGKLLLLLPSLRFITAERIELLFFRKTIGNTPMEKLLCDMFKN
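Material – GST-tagged NR2E3 plus biotinylated RetCOR corepressor · Quantity – NR2E3 fusion 1.35 nM · Times – 5 h incubation at 4 °C · Medium – pH 7.5 Tris-based buffer · Technique – TR-FRET, Eu(K)-anti-GST donor, streptavidin-D2 acceptor, ex 340, em 617/671 nm · Benchmarks – high control biotin, low control 0.6% DMSO · Format – 1536-well plates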
NR2E3 ag-2 – agonists of human NR2E3 nuclear receptor. CHO-S Gal4-NCOR/VP16-NR2E3 two-hybrid, luciferase. AID 602229. inhibition of corepressor binding, % at 3.98 µM. 360,000 tested, 0.35% active. Q9Y5X4;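 active = inhibition above the mean of all tested compounds plus 3 SD, cut at about 70% in these data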;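 also: 0% = DMSO with NR2E3 transfected cells and 100% = cells lacking NR2E3 construct; higher means lower luciferase signal from less NR2E3 corepressor binding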
HIF-2a inh – HIF-2a inhibition; 786-0 RCC cells HIF-2a reporter, luciferase luminescence, overnight; inhibition, % at 18.8 µM; 360,000 tested, 0.72% active; AID 624352;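 active = inhibition of the luminescence signal of 40% or more relative to plate controls, in a single-dose primary screen at 18.75 µM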
Peg3 promoter – inhibitors of Peg3 promoter | inhibition, % at 20 µM | 360,000 tested, 1.7% active | HeLa PEG-Prom luciferase reporter, luminescence, overnight;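 active = inhibition of at least 50% at 20 µM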
MITF TRPM1 inh – MITF TRPM1 promoter inhibition in SK-MEL-5 cells. SK-MEL-5 TRPM1 promoter luciferase, 24 h. inhibition, % at 12.5 µM. 330,000 tested, 0.83% active. AID 488899;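 active = mean inhibition across replicates of 60% or more, whatever share of single replicates reaches that level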; also: values of inactives mirror those of a sister screen read the other way
CaV13 ICDI inh – Primary screen for inhibitors of IQ motif and Ca2+-dependent inactivation inhibitor domain binding in CACNA1D, Förster resonance energy transfer in living cells, …; AID 743397; inhibition, % at 12.3 µM; HEK cells, CFP/YFP FRET ICDI-IQ, plate reader, 10 min; percent FRET-ratio fall versus neutral wells; 340,000 tested, 0.098% active;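 active = mean replicate inhibition of at least 30% and at least 1% of replicates passing that level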;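 also: 0% = median of the neutral control wells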
Vif imaging – HIV Vif inhibition. HEK293T cells, Vif self-association by quenched fluorescence, imaging, 24 h. inhibition, % at 7.49 µM. 340,000 tested, 0.35% active; in the data active = inhibition above about 50%, passing the limit was not always enough; also: some results filed as inactive read as strong as hits
PDI turbidity – blocks human protein disulfide isomerase activity | inhibition, % at 10 µM | PDI insulin aggregation turbidity, A650, 90 min | 350,000 tested, 0.052% active | P07237;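 active = mean inhibition across replicates of 30% or more, whatever share of single replicates reach that level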;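 also: absorbance from insulin aggregation driven by PDI reduction with DTT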
Target sequence (P07237 whole entry, looked up): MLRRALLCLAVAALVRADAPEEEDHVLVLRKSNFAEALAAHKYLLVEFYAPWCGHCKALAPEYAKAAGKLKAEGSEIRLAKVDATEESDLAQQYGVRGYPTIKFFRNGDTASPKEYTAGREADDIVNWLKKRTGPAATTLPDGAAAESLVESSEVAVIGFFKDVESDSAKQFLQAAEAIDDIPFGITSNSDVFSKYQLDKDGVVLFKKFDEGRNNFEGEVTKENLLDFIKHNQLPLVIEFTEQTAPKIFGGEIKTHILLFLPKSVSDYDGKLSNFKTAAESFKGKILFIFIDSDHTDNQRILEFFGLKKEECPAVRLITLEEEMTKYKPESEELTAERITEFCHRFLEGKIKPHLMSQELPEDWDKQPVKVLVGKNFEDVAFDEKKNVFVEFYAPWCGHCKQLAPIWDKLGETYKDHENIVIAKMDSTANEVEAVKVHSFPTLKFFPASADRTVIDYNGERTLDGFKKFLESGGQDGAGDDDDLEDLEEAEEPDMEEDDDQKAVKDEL
KKLEB tox – counter-screen for CF NF-kB inhibitors: cytotoxicity; AID 602141; KKLEB CF airway cells viability, ATPlite luminescence, overnight; hits give low values; cells stimulated with P. aeruginosa culture filtrate; 360,000 tested, 0.36% active; activity change (cytotoxicity), % at 5 µM;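 active = corrected activity change at or below -50% at 5 µM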
The depositor's hits bear a star; . = not tested or not shown.

The opening three entries as a preview:
SMILES	CF NFkB inh	Shn3 inh set2	NR2E3 ag-1	NR2E3 ag-2	HIF-2a inh	Peg3 promoter	MITF TRPM1 inh	CaV13 ICDI inh	Vif imaging	PDI turbidity	KKLEB tox
CC1(C)C[C@H]2C3=CCC4[C@@]5(C)CC[C@H](O)C(C)(C)C5CC[C@@]4(C)[C@]3(C)[C@@H](O)[C@@H](O)[C@@]2(CO)[C@@H](O)[C@@H]1O (some centres not stated)	-11.5	-18.0	.	3.9	8.5	-0.4	7.5	-10.0	-5.3	-0.2	12.6
Cc1cc(C)c(S(=O)(=O)N2CCOC2CNC(=O)C(=O)NCCc2c[nH]c3ccccc23)c(C)c1 (configuration not stated)	22.9	-1.7	-1.2	-19.2	10.1	11.2	.	-6.6	-7.4	.	-1.1
COC(=O)c1ccc(CN2CCN(CC=C(C)C)C(CCO)C2)cc1 (configuration not stated)	-7.5	8.3	-5.3	22.2	13.8	8.4	11.5	-3.2	-9.0	-4.4	9.1

This part in full, previewed entries included:
SMILES	CF NFkB inh	Shn3 inh set2	NR2E3 ag-1	NR2E3 ag-2	HIF-2a inh	Peg3 promoter	MITF TRPM1 inh	CaV13 ICDI inh	Vif imaging	PDI turbidity	KKLEB tox
CC1(C)C[C@H]2C3=CCC4[C@@]5(C)CC[C@H](O)C(C)(C)C5CC[C@@]4(C)[C@]3(C)[C@@H](O)[C@@H](O)[C@@]2(CO)[C@@H](O)[C@@H]1O (some centres not stated)	-11.5	-18.0	.	3.9	8.5	-0.4	7.5	-10.0	-5.3	-0.2	12.6
Cc1cc(C)c(S(=O)(=O)N2CCOC2CNC(=O)C(=O)NCCc2c[nH]c3ccccc23)c(C)c1 (configuration not stated)	22.9	-1.7	-1.2	-19.2	10.1	11.2	.	-6.6	-7.4	.	-1.1
COC(=O)c1ccc(CN2CCN(CC=C(C)C)C(CCO)C2)cc1 (configuration not stated)	-7.5	8.3	-5.3	22.2	13.8	8.4	11.5	-3.2	-9.0	-4.4	9.1
CC1(C)C([N+](=O)[O-])C(c2ccc(Cl)cc2)NC(c2ccc(Cl)cc2)C1[N+](=O)[O-] (configuration not stated)	-0.7	19.7	2.9	1.1	19.2	24.6	-6.2	-0.3	-0.8	-1.2	3.0
COCCCNC(=O)CC1C[C@H](C(=O)N2CCOCC2)[C@@]2(CCC3CCCC3)c3[nH]c4ccc(OC)cc4c3CCN2C1=O (some centres not stated)	-16.3	-16.7	.	-26.2	10.9	2.4	2.2	-7.4	-4.1	-5.7	4.9
CCc1cc(-c2n[nH]c(=S)n2C(C)c2ccccc2)cs1 (configuration not stated)	-3.8	5.8	0.0	-13.1	-6.5	3.4	5.1	-9.0	-6.8	6.7	5.3
Cc1ccc(S(=O)(=O)N2CCC[C@H]2C(=O)Nc2ccc(F)cc2C)cc1	1.3	13.7	.	-16.8	17.4	0.5	19.9	-6.5	-1.1	-4.5	10.2
CCC(C)N(C(=O)c1csnn1)C(C(=O)NC1CCCC1)c1c(F)cccc1Cl (configuration not stated)	5.6	4.1	-1.9	5.0	7.4	11.3	0.8	-2.5	-6.4	3.4	1.0
CCC(=O)NC(=S)NNC(=O)c1ccc(NC(=O)c2ccccc2)cc1	1.9	4.7	-3.1	-7.3	18.3	3.4	10.7	-2.0	19.1	0.2	-35.1
COC(=O)c1ccc(CN2C(=O)NC(c3ccccc3)(c3ccccc3)C2=O)o1	0.2	14.9	-0.3	2.7	9.0	12.4	1.2	-1.7	0.5	4.0	9.0
Cc1cccc(-c2cccc(NC(=O)C3CCCN(C(=O)c4cccnc4)C3)c2)c1 (configuration not stated)	-5.6	2.3	.	-1.3	17.2	18.2	9.2	-6.8	-10.1	5.5	-6.4
CC(C)NC(=O)COc1coc(CN2CCN(C(=O)c3ccco3)CC2)cc1=O	16.3	3.1	-1.6	-3.7	10.5	3.6	2.8	-4.3	-0.4	-1.5	2.4
CCN(CC)CCNC(=O)c1ccc(NC(=O)c2ccc(S(=O)(=O)N3CCCC3)cc2)cc1	-2.2	24.1	.	14.0	3.0	7.7	-24.2	-19.2	25.7	-12.0	-3.7
O=C(Nc1ccc(Cl)cc1)NC1CCCCC1	10.0	-85.4	-1.6	-96.7	-170.6	-231.3	-76.2	-5.0	0.8	-9.1	-3.4
CC1CCC(NC(=O)C2c3ccccc3C(=O)N2Cc2cccs2)CC1 (configuration not stated)	-0.8	22.9	-0.6	12.9	12.2	-1.6	10.5	-7.8	-13.0	8.2	20.8
CCOC(=O)c1c(C)n(C)c2ccc(OCCN(C)C)cc12	-9.3	10.0	4.6	31.9	16.7	1.2	7.9	.	10.0	5.6	-10.0
CCn1c(Cc2ccccc2)nnc1SCC(=O)c1c(N)n(C2CC2)c(=O)[nH]c1=O	14.0	-7.1	1.4	8.7	12.7	-6.2	1.3	-5.9	11.1	3.5	-0.7
O=C(c1cccc(F)c1)N1CCN(C(=O)C(c2ccccc2)c2ccccc2)CC1	2.4	6.7	2.9	-1.3	11.6	-1.0	11.2	-6.6	17.0	7.3	-0.6
Cc1ccc(/C=N/NC(=O)COc2ccc(Cl)c(C)c2)o1	-1.7	0.0	-0.6	-32.9	3.9	-23.2	5.1	-2.9	-3.8	-21.6	-3.1
Cc1cc(C(C)(C)C)oc1C(=O)N(CC(=O)NC1CCCC1)Cc1ccc(Cl)cc1	11.6	15.6	3.4	-16.7	25.6	-37.5	5.5	-5.3	-0.5	-3.8	-32.7
O=C(NCc1ccc2c(c1)OCO2)c1nn(-c2ccccc2)c(=O)c2ccccc12	-15.5	26.8	2.1	-33.2	21.1	7.7	3.4	-6.1	0.7	-3.6	0.5
O=C(CSc1nc(-c2ccc(F)cc2)cs1)N1CCOCC1	-5.6	-88.9	-1.1	-67.0	-267.4	-241.6	-72.2	-8.2	-3.1	4.0	6.9
O=C(Nc1ccc(N2CCN(C(=O)c3ccccc3)CC2)cc1)c1cc2ccccc2o1	-2.0	77.8	-3.0	-6.8	-5.7	71.6*	68.8*	.	-10.6	9.4	10.3
O=C(Nc1ccccc1)C1CC(=O)N(C2CCCCC2)C1 (configuration not stated)	8.1	5.6	1.6	-6.8	14.2	11.2	10.0	-4.8	15.5	4.4	-19.5
NC(=O)c1cc(-c2ccccc2)nc(Oc2ccccc2)n1	34.5	0.8	-0.7	5.5	-6.4	-10.0	5.2	-3.1	4.5	6.4	-17.5
(list continues)
SMILES	CF NFkB inh	Shn3 inh set2	NR2E3 ag-1	NR2E3 ag-2	HIF-2a inh	Peg3 promoter	MITF TRPM1 inh	CaV13 ICDI inh	Vif imaging	PDI turbidity	KKLEB tox
Cc1ccc(CNC(=O)CCNC(=O)c2ccc(Br)o2)cc1	6.8	-2.3	3.1	-22.0	10.7	2.3	-1.7	-10.2	3.5	-1.7	5.3
Cc1ccc(-n2ncc3c(NCc4ccccc4)ncnc32)cc1	-0.7	-48.7	3.2	-77.5	-123.0	-126.4	-45.1	.	-4.5	6.7	6.4
CC(=O)Nc1cccc(NC(=O)CSc2nc(=O)n(CCN3CCOCC3)c3c2CCC3)c1	-10.4	-15.3	3.7	-15.8	8.9	-10.4	-1.9	-5.4	0.8	2.5	4.0
O=C(CCN1C(=O)C2CCCCC2C1=O)NNC(=O)c1cccc(Cl)c1 (configuration not stated)	-11.7	31.4	0.2	-8.6	18.3	8.0	1.0	-3.4	-1.8	3.7	0.9
CCCOC(=O)C1=C(C)NC2=C(C(=O)CCC2)C1c1cccs1 (configuration not stated)	-6.5	1.3	0.6	-27.0	9.4	28.2	2.3	-4.1	-2.0	-3.9	-2.5
CC(C)(C)c1ccc(-c2nnc(SCC(=O)NC3CCS(=O)(=O)C3)n2N)cc1 (configuration not stated)	-2.0	-7.8	-0.9	-36.8	-21.7	-16.0	-19.3	-2.1	-0.9	-4.4	-7.6
Cc1cc2cc(CNC(=O)c3cccc([N+](=O)[O-])c3)ccc2n1C	-5.7	-6.5	4.8	0.9	2.7	2.6	.	-3.6	.	.	16.9
Cc1nc2ncnn2c(C)c1CCC(=O)NCCc1ccccc1	-9.6	-26.3	-2.1	-8.5	-22.6	-22.8	-8.1	-4.0	5.9	-12.4	0.5
CC(C)(C)c1ccc(OCC(O)CN2CCCC2)cc1 (configuration not stated)	2.8	-7.8	-2.2	-24.1	7.9	1.6	6.3	-20.2	-0.1	1.2	5.1
O=C(CCS(=O)(=O)c1cc(Br)cc2c1N(C(=O)C1CC1)CC2)NCC1CCCO1 (configuration not stated)	-5.7	-0.4	-0.7	-9.6	12.1	10.8	-5.6	.	6.7	-14.3	-1.2
C[C@@H]1CCCCO[C@H](CN(C)Cc2ccc3c(c2)OCO3)[C@@H](C)CN([C@H](C)CO)C(=O)c2cc(NC(=O)c3ccccc3)ccc2O1	17.5	2.9	.	-15.4	-3.4	-7.5	.	-3.8	0.6	25.1	-11.4
CCNc1nc(N)nc(Oc2ccc(OCC)nn2)n1	-19.3	6.3	-2.9	-10.4	0.2	12.3	4.9	.	6.2	-2.4	-4.7
COc1ccc(NC(=O)C2CCN(C(=O)c3ccccc3)CC2)cc1OC	-2.3	-3.9	1.8	-8.3	12.9	-0.3	4.7	-10.6	-3.0	-2.1	9.2
N#Cc1c(Nc2ccc(F)cc2)sc(C(=O)c2ccc(F)cc2)c1N	19.1	-2.0	1.5	-5.6	2.3	28.3	5.2	-7.3	-4.3	0.4	-11.8
O=C(CCC1CCCN(C(=O)c2ccc3[nH]ccc3c2)C1)N1CCN(c2ccccn2)CC1 (configuration not stated)	-9.4	8.4	-2.1	8.6	20.7	-1.9	-4.7	-5.3	-5.0	6.1	6.6
O=C(NNS(=O)(=O)c1ccc(F)cc1)c1ccc(O)cc1	-8.1	1.0	-0.6	-33.3	25.4	-0.5	4.0	-1.9	23.5	4.4	13.4
CCCOc1ccc(F)cc1-c1cc(C(=O)NCc2ccc(F)cc2)[nH]n1	-12.6	1.2	.	9.3	10.9	12.2	.	-4.6	14.3	-0.4	-7.1
CC(=O)Nc1cncc(-c2cccc(C(=O)NCCN(C)C)c2)n1	-3.6	19.9	.	-57.4	15.8	9.3	.	-5.9	-0.1	1.3	7.6
CC(C)(C)NC(=O)NC(=O)CN1c2cccc3cccc(c23)S1(=O)=O	0.3	12.5	0.5	10.8	-32.4	-15.2	4.3	-3.6	-11.3	3.7	3.5
COc1ccc(C(=O)N/C(=C\c2ccc([N+](=O)[O-])cc2)C(=O)NC(CCSC)C(=O)O)cc1 (configuration not stated)	-1.6	-2.6	-1.5	-7.1	22.6	8.6	-11.6	-43.2	1.0	3.3	2.7
OCCN(Cc1ccccc1)Cc1ccccc1Cl	3.5	-7.7	-1.3	-14.1	18.6	22.0	3.4	-7.7	15.3	-1.7	-5.5
O=C(c1ccc(CNS(=O)(=O)c2cccc(C(F)(F)F)c2)cc1)N1CCOCC1	-1.3	-15.3	-3.0	-15.1	-33.2	-2.3	-3.7	-4.2	-4.3	-3.3	-5.9
